sPLA2-III inh: Blocks human group III sPLA2 activity. QFRET BODIPY PC-A2 liposome hydrolysis, fluorescence. 0.56% of 370,000 active. inhibition, % at 12.2 µM;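 active means inhibition above mean plus 3 SD of compounds lying within the high and low control bounds, cut at about 19% in these data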;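 further: 0% = median of test compound wells and 100% = no enzyme DMSO wells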
rCAG binder: binds r(CAG) RNA repeats; 1.3% of 370,000 active; AID 651821; r(CAG) RNA repeat, TO-PRO-1 dye displacement fluorescence; inhibition, % at 3 µM;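 active means inhibition above the plate cutoff, the mean of all test compounds on that plate plus 3 SD, cut at about 35% in these data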;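 further: 0% = DMSO alone and 100% = 100 µM mitoxantrone as full dye displacement; higher means more dye released from RNA so lower well fluorescence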
ADAM10 inh: inhibits human ADAM10 | AID 720582 | 0.62% of 370,000 active | inhibition, % at 7 µM | O14672 | recombinant ADAM10, EDANS/DABCYL FRET peptide cleavage, 3 h;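 active means inhibition above a per-campaign cutoff equal to the mean of compounds falling between control-based bounds plus 3 SD, cut at about 20% in these data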;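 further: 0% = DMSO wells while the 100% control is not disclosed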
Target sequence (O14672 214-748 limits assumed): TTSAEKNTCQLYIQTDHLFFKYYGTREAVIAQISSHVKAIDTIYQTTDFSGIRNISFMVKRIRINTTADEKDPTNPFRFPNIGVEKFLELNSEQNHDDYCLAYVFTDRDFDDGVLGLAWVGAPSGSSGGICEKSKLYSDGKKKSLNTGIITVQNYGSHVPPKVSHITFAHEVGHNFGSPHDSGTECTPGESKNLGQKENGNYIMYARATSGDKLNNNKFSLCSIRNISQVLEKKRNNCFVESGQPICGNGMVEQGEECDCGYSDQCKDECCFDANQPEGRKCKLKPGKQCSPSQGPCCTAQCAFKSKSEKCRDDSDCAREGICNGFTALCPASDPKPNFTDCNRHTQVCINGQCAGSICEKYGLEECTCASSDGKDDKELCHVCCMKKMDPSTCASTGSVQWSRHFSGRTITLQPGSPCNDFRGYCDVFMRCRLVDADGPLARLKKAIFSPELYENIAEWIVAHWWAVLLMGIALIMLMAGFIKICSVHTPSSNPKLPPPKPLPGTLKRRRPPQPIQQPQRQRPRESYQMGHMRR
FXN GAA850 act: activators of GAA850 frataxin (FXN) promoter; HEK293 lucGAA850 FXN promoter luciferase reporter, 24 h; percent of 10 µM SAHA response; activation, % at 6 µM; 0.56% of 360,000 active; AID 540364;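 active means activation above the average of all compounds screened plus 3 SD, cutoff fixed separately per campaign, cut at about 7.5% in these data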;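 further: 0% = DMSO wells and 100% = 10 µM SAHA wells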
ARFGAP1 inhibitor: inhibitors of rat ARFGAP1; Q62848; Arfgap1-stimulated ARF1 GTP hydrolysis, GDP FP detection; inhibition, % at 16.5 µM; 0.26% of 360,000 active; AID 651572;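 active means inhibition above a per-plate limit, mean inhibition of low control wells plus 3 SD, cut at about 25% in these data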;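 further: 0% = DMSO wells with enzyme and 100% = wells lacking Arfgap1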
Target sequence (Q62848 1-136 limits assumed): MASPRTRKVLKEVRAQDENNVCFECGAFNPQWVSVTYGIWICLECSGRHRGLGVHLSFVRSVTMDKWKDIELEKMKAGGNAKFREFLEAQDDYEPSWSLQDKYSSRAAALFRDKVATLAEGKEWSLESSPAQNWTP
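Assay system: purified rat His6-Arfgap1 residues 1-136 (GAP domain); Reagent: human Δ17 ARF1 bound to GTP; Dosing: 16.5 µM single point, 1.26% DMSO; Times: GTP hydrolysis reaction 2 h at 25 °C; Signal: FP, GDP Alexa 633 tracer displaced from anti-GDP antibody, 620/688 nm; Measure: % inhibition from polarization.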
GC-A act: GC-A (human) enzyme activation; P16066; 0.14% of 370,000 active; AID 1671463; activation, % at 10 µM; HEK293 GC-A cells, cGMP TR-FRET, EC30 ANP; 0% at EC30 ANP, 100% saturating ANP; in the data active means activation above about 40%
KLK7 zymogen act: activates the human kallikrein-7 zymogen | P49862 | purified proKLK7, EDANS-DABCYL substrate fluorescence; 100% is mature enzyme control, 0% vehicle | activation, % at 7 µM | 0.9% of 370,000 active;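 active means activation above the mean of all tested compounds plus 3 SD, computed per campaign excluding outliers beyond control limits, cut at about 13% in these data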
Tn6 DDE FP: inhibitors of Tn6 peptide binding to human fibrin DD(E); P02675; Fibrin DD(E) TRITC-Tn6 fluorescence polarization displacement; inhibition, % at 8.3 µM; 0.21% of 370,000 active; AID 720509;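 active means inhibition above a per-campaign cutoff: mean of compounds within control limits plus 3 SD, cut at about 15% in these data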;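 further: 0% = median of all compound wells on the plate and 100% = blocking peptide control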
ASAP1 GAP inh: inhibitors of human ASAP1 ArfGAP activity; inhibition, % at 16.5 µM; 0.19% of 360,000 active; Q9ULH1; AID 624377; ASAP1-stimulated ARF1 GTP hydrolysis, GDP FP detection; in the data active means inhibition above about 25%;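 further: 0% = vehicle with enzyme and substrate and 100% = no enzyme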
Target sequence (Q9ULH1 325-724 limits assumed): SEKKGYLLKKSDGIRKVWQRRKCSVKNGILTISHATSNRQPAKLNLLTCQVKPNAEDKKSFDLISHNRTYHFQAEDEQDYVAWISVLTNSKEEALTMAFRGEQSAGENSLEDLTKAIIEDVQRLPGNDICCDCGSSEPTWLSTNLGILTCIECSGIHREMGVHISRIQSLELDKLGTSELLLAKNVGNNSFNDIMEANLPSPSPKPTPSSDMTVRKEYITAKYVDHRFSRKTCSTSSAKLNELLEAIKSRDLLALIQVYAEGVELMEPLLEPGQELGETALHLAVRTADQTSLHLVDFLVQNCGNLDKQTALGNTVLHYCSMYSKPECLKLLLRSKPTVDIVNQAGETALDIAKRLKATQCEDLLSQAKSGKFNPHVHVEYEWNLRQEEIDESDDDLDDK
NPR2 activator: GC-B (human) receptor activation. P20594. HEK293-GC-B cells, CNP EC30, cGMP TR-FRET; 0% at EC30 CNP, 100% saturating CNP. activation, % at 10 µM. 0.11% of 370,000 active. AID 1920062;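 active means activation at 10 µM reaching about 35% in either raw or pattern-adjusted values, limit read from the data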
* = called active by the depositor; · = no result given; & = joins results of further samples. No enrichment for hits (roughly 4.5% active in at least one column).

SMILES	sPLA2-III inh	rCAG binder	ADAM10 inh	FXN GAA850 act	ARFGAP1 inhibitor	GC-A act	KLK7 zymogen act	Tn6 DDE FP	ASAP1 GAP inh	NPR2 activator
CCc1ccc(Nc2n[n+](-c3ccccc3)c(-c3ccc(SC)cc3)s2)cc1	7	2	-3	1.3	4	-7	-0.2	9	13	-7
CCN1C(=O)CS/C1=N\S(=O)(=O)c1ccc(C)cc1	-14	1	-2	1.3	4	-1	-0.4	-2	-5	2
Cc1ccc(-c2ccc(CO)o2)cc1N	-6	2	-28	6.5	12	-3	0.6	5	-23	2
CN(C)CCNC(NC(=O)c1cccs1)C(Cl)(Cl)Cl (configuration not stated)	2	-1	-5	-2.1	-4	-1	-0.1	-3	-11	4
COc1ccc(CCNC(=O)CCCn2nc(C)c([N+](=O)[O-])c2C)cc1OC	4	-7	-1	0.5	-10	-1	-0.3	7	7	1
CCCN(CCC)C(=O)c1ccccc1C(=O)N(CCC)CCC	8	-9	-4	-0.8	3	-3	-0.6	6	-7	-8
Nc1ccc(N=Nc2ccccc2)c2ccccc12	6	3	16	2.8	0	1	-0.2	-1	6	5
Cc1ccc(S(=O)(=O)N2[C@@H](c3ccccc3)C(C(=O)O)=CC[C@H]2c2cccc(C)c2)cc1	-1	14	-1	1.3	-7	1	-0.9	-2	1	-2
COc1cccc(-c2nnc(SCc3cccnc3)o2)c1	-2	-5	5	3.5	3	3	0.7	-11	5	6
O=c1c2ccccc2nc(SCc2ccc([N+](=O)[O-])cc2)n1-c1ccccc1	-2	5	7	4.6	-4	-3	-0.2	-8	8	-1
O=C(CSCc1cccc(Br)c1)N/N=C/c1ccc2c(c1)OCO2	-7	-2	-9	1.1	-8	0	0.6	1	11	-3
Cc1ccccc1OCC(=O)Nc1ccc2c(c1)OCCO2	-3	-7	-8	0.3	9	-1	-0.2	-2	19	0
COC(=O)Cc1ccc(N(Cc2ccccc2F)S(=O)(=O)c2ccc(Br)cc2)cc1	5	1	-4	1.1	3	-1	0.1	5	2	3
Cn1cnc(C(F)(F)F)c1-c1ccc([N+](=O)[O-])cc1	18	2	1	-0.3	13	-2	-0.5	-8	-15	0
COc1cc(NC(=O)COC(=O)c2nc3nc(C)cc(C)n3n2)cc(OC)c1	5	2	6	2.1	15	-1	0.2	2	-9	-2
FCCCOc1ccc(-c2nccc(-c3ccc(Br)cc3)n2)cc1	0	-1	-6	-1.1	1	6	-0.5	-3	14	-6
Cc1nc2ccccc2cc1C(=O)NCc1ccc(F)cc1	-7	-3	-1	0.1	-3	-2	-0.5	-5	0	-3
CCCCCCC(NC(=O)Cc1ccc2ccccc2c1)C(=O)O (configuration not stated)	-13	17	-1	2.2	-5	0	0.0	-1	-2	3
Cc1cc(C)cc(-n2nnnc2SCC(=O)Nc2cccc(NC(=O)c3ccco3)c2)c1	-11	4	-5	0.0	-3	0	0.2	-4	-4	-3
COc1cc(/C=N/NC(=O)CCn2nc(C)cc2C)ccc1O	-1	-8	-15	0.0	3	0	-3.4	5	2	2
CN(CC(=O)Nc1ccc(F)c(F)c1)S(=O)(=O)c1cccs1	-7	3	-3	-1.9	1	3	0.3	1	6	5
S=C(N/N=C/c1cccc2ccccc12)Nc1cccc(Cl)c1	-9	13	0	1.1	7	4	-0.8	-3	-3	3
Cc1cc(NC(=O)C(C)SCC(=O)OCc2c(Cl)cccc2Cl)no1 (configuration not stated)	-9	-6	3	-0.5	3	-7	0.0	-3	1	-7
Cc1ccc(C(=O)O)cc1-c1ccc(/C=C2/NC(=O)N(c3ccccc3)C2=O)o1	-44	62*	-48	-0.4	4	-2	2.5	6	-12	0
CC(=O)Nc1c(O)nc(SCC(=O)N2CCN(c3ccc(F)cc3)CC2)[nH]c1=O	5	6	0	1.9	3	2	-0.8	5	-2	-1
Cc1ccc(CNC(=O)C2CCN(S(=O)(=O)N3CC(C)CC(C)C3)CC2)cc1 (configuration not stated)	5	-4	-2	-0.4	-1	-6	-0.3	-1	-2	-3
O=C(NCc1ccc(F)cc1)Nc1cccc(Cl)c1	-13	1	-7	4.5	6	-1	-0.6	-2	13	-3
COC(=O)c1cccc(NC(=O)CN(c2ccc3c(c2)OCO3)S(C)(=O)=O)c1C	-1	-1	1	1.6	-2	0	0.7	8	-3	-5
COc1cc2c(O)c3c(c(-c4ccc5c(c4)OCO5)c2cc1OC)C(=O)OC3	-3	11	-19	20*	4	16	0.7	-7	2	11
Cc1ccc(N2CC(C(=O)NCc3nnnn3-c3ccc(C)c(C)c3)CC2=O)cc1 (configuration not stated)	-3	-1	-9	-1.3	-3	2	-0.3	4	9	-3
Cc1cccc(NC(=O)Cn2nnc3ccccc32)c1	0	1	1	3.1	12	-2	0.5	3	-9	0
CCS(=O)(=O)N1CCC(C(=O)c2ccc(Cl)cc2)CC1	9	-5	0	-2.3	10	0	0.2	2	4	-1
CCCCNC(=O)N(O)C1N(/N=C/c2ccc(N(C)C)cc2)C(=S)SC1(C)C (configuration not stated)	-11	-1	-5	1.6	10	6	-0.8	0	15	1
Cc1ccc(S(=O)(=O)N(C)c2c(C)ccc(S(=O)(=O)N3CCN(C=O)CC3)c2C)cc1	-9	2	9	0.4	0	-3	0.6	-5	4	0
COc1ccc(C2C(C(=O)N3CCN(C=O)CC3)CC(=O)N2c2ccc(OC)cc2)cc1 (configuration not stated)	6	2	-3	·	·	0	0.3	-2	·	-4
O=C(CSc1nnc(COc2cccc3ccccc23)o1)N1CCN(C(=O)c2ccco2)CC1	-22	-6	-1	-3.4	4	2	0.9	6	-8	-1
O=C(Nc1ccccc1C(=O)O)c1cccc(NC(=O)c2ccccc2Cl)c1	-21	34	4	0.5	-5	-1	-0.1	1	4	-1
COC(=O)Nc1ccc2c(c1)N(C(=O)CCN1CCN3CCCC3C1)c1ccccc1CC2 (configuration not stated)	4&-3	3&-4	0&5	0.1&0.9	7&14	1&0	0.3&-0.2	-6&1	6&4	-1&6
O=[N+]([O-])c1ccc(N2CCCCC2)c(Cl)c1N1CCCCC1	4	-1	-8	1.6	-1	1	0.3	8	7	0
COc1ccc(-c2c(C#N)c(C)nc3c2C(=O)c2ccccc2-3)cc1	0	0	-4	-0.9	2	3	-0.2	-6	-2	-5
COc1ccc(-c2csc(NC(=S)NC(=O)c3cccs3)n2)cc1OC	-5	31	2	2.4	0	2	0.3	-6	-6	2
COc1cccc(OC)c1C(=O)Nc1nc2cc3c(cc2s1)OCO3	1	7	-79	0.5	4	4	19*	1	3	-4
CCOC1=C2CN(S(=O)(=O)c3ccc(C)cc3)C(c3ccc(C)cc3)CC2N(S(=O)(=O)c2ccc(C)cc2)C(c2ccccc2)C1 (configuration not stated)	-2	4	-5	·	-4	-1	0.1	0	-10	8
COc1ccc(NC(=O)CN(C)C(=O)CCc2ccccc2)cc1	1	-2	7	0.9	-2	0	0.0	8	3	-5
O=C(O)Cc1ccc(C(=O)c2ccccc2F)s1	-27	9	6	2.0	4	1	-0.3	0	1	3
Cc1ccc(OCCN2C(=O)OC(C)(C)C2(C)O)cc1 (configuration not stated)	11	-4	-9	2.0	-4	2	-1.3	6	-5	5
O=C(Nc1ccc(NC(=O)c2cccs2)cc1Cl)c1ccco1	-2	1	3	2.6	14	-1	-0.1	-4	0	1
CCn1c(SCC(=O)N2CCCc3ccccc32)nnc1-c1ccoc1C	-2	-7	-3	-1.5	-2	-4	0.2	3	1	-3
O=C(c1ccccc1)c1ccc(Oc2ccc([N+](=O)[O-])cc2[N+](=O)[O-])cc1	1	4	0	-3.1	-7	-3	-0.6	3	-22	-2
CC1=NN(c2ccccc2)C(=O)/C1=C/c1ccc(Cl)cc1	2	25	25*	0.5	28*	18	0.1	-1	-10	12

2 entries from above in a different format.
> COc1ccc(-c2c(C#N)c(C)nc3c2C(=O)c2ccccc2-3)cc1
  sPLA2-III inh: 0
  rCAG binder: 0
  ADAM10 inh: -4
  FXN GAA850 act: -0.9
  ARFGAP1 inhibitor: 2
  GC-A act: 3
  KLK7 zymogen act: -0.2
  Tn6 DDE FP: -6
  ASAP1 GAP inh: -2
  NPR2 activator: -5

> COc1ccc(-c2csc(NC(=S)NC(=O)c3cccs3)n2)cc1OC
  sPLA2-III inh: -5
  rCAG binder: 31
  ADAM10 inh: 2
  FXN GAA850 act: 2.4
  ARFGAP1 inhibitor: 0
  GC-A act: 2
  KLK7 zymogen act: 0.3
  Tn6 DDE FP: -6
  ASAP1 GAP inh: -6
  NPR2 activator: 2

Next records.
SMILES	sPLA2-III inh	rCAG binder	ADAM10 inh	FXN GAA850 act	ARFGAP1 inhibitor	GC-A act	KLK7 zymogen act	Tn6 DDE FP	ASAP1 GAP inh	NPR2 activator
CCOc1cc(/C=N/NC(=O)C(=O)NC)cc(Br)c1O	9	-1	4	-2.8	-2	-8	0.1	-4	-20	-6
CCCC(=O)N1CCN(c2ccc(NC(=O)c3ccc4c(c3)OCCO4)cc2)CC1	1	0	12	-1.1	4	-2	0.2	1	-8	1
COc1ccccc1NC(=O)COC(=O)C1CC(=O)N(c2ccc3c(c2)OCCO3)C1 (configuration not stated)	-1	3	-6	-4.1	-16	-1	-0.4	4	-18	-2
Cn1cccc1/C=C(\C#N)c1ccccc1	-6	-2	-3	0.7	-19	-5	0.5	-4	-16	-4
CC(C)Cc1nnc(NC(=O)c2ccc(N3CCCC3=O)cc2)s1	-3	-1	-21	-0.2	3	1	-0.7	-2	0	-1
COc1cc(OC)c(OC)cc1CN1CCCC(C(=O)N2CCCCC2)C1 (configuration not stated)	1	-1	5	1.7	-5	-2	-0.1	3	2	6
COc1cc(CNC(=O)CCC(=O)N2C[C@H]3C[C@H](C2)c2cccc(=O)n2C3)cc(OC)c1OC	1	-1	-12	-0.9	11	2	-0.5	-3	3	4
O=C(COC(=O)c1ccc(Br)o1)Nc1ccc2[nH]c(=O)[nH]c2c1	9	1	-18	0.1	-12	0	-0.2	5	6	0
COc1ccccc1C(=O)NC1CCCc2ccccc21 (configuration not stated)	0	-5	1	-0.9	6	-3	-0.2	-2	8	3
COc1ccc(C(C)=O)cc1CC1(C)C(=O)Nc2ccc(-c3ccccc3OC)cc21 (configuration not stated)	-4	0	-1	15*	-1	-5	-0.1	0	-1	1
COC(=O)c1cc(S(=O)(=O)N(C)C2CCCCC2)oc1C	15	-5	0	0.4	-6	5	-0.3	3	5	4
CCCCCOC(=O)CCN1C(=O)/C(=C2\SC(=S)N(CCC(=O)OCCCCC)C2=O)SC1=S	6	2	11	0.5	6	1	0.2	1	-11	4
O=C(Nc1ccccc1Oc1ccccc1)[C@@H]1O[C@H](CO)[C@H](O)[C@H](O)[C@H]1O	-3	6	-7	0.8	-22	-1	-0.5	-4	4	2
COc1ccc([C@H]2N[C@]3(CCCN(Cc4ccc(C(F)(F)F)cc4)C3=O)[C@H]3C(=O)N(Cc4ccccc4)C(=O)[C@@H]23)cc1	-15	5	14	-3.9	-18	-1	-0.2	0	-6	-4
Cc1cccc(C)c1N1C(=O)c2ccccc2C1=O	1	-5	8	0.7	-1	-3	0.0	1	4	0
O=C(NCc1cccc(Cl)c1)c1cccc(C(F)(F)F)c1	-6	-5	4	1.4	0	1	-0.8	4	14	3
